Bioassay records as filed in PubChem.
ERp5 inh – ERp5 (human) disulfide isomerase inhibition | AID 651711 | Q15084 | 0.05% of 350,000 active | inhibition, % at 9.99 µM | ERp5 insulin aggregation, absorbance 650 nm, 90 min;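 active means mean replicate inhibition above about 25%, with every replicate also reaching it, limit read from the data, passing the limit was not always enough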
ARNT TACC3 PPI – disruptors of human ARNT/TACC3 interaction; 0.66% of 390,000 active; AlphaScreen His-ARNT PAS-B/GST-TACC3 binding, luminescence; TACC3 fragment carries E629A point mutation; AID 623870; Q9Y6A5; inhibition, % at 9.99 µM;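 active means mean inhibition of replicates at least 50% and at least half of replicates each reaching 50%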;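 further: 0% = complete ARNT plus TACC3 wells and 100% = ARNT alone without TACC3; many hits fall short of the cut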
E-selectin induc – E-selectin induction on HUVECs | P16581 | HUVEC E-selectin immunofluorescence imaging; normalized: neutral wells 0, TNF-alpha wells 100 | activation, % at 7.58 µM | 0.37% of 260,000 active | AID 686992;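 active means mean E-selectin-positive cell signal at least 10% of the positive control, reached in at least 60% of replicates, without over 20% cell loss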;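 further: in these data hits start at about 27%; measured in HUVEC primary endothelial cells; signal is the percent of cells scored E-selectin positive by PE staining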
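material = human umbilical vein endothelial cells (HUVEC), E-selectin induction | quantity = 3,000 cells/well | medium = EGM-2 growth medium on 0.1% gelatin-coated wells | technique = immunofluorescence imaging | read-out basis = % PE-positive cells | control set = TNF-alpha positive control, DMSO neutral control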
Casp6 inh – blocks human caspase-6 cleavage activity. 0.53% of 350,000 active. AID 686996. purified caspase-6, Z-VEID-R110 cleavage fluorescence. P55212. inhibition, % at 12.5 µM;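 active means mean inhibition across replicates at least about 35%, with every replicate also reaching that limit, limit read from the data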;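 further: 0% = median of neutral control wells and 100% = no fluorescence left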
Target sequence (P55212 24-179 limits assumed): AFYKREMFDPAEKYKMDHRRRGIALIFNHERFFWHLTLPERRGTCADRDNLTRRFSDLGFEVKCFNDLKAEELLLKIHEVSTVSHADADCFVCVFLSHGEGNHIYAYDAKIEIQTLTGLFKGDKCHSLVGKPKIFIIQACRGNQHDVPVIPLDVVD
Target sequence (P55212 194-293 limits assumed): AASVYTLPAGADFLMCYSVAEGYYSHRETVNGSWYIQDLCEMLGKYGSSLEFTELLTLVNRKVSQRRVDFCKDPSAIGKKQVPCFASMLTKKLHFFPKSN
esBAF inh – blocks esBAF chromatin remodeling in mouse ES cells; reporter increase, % at 12.5 µM; 2% of 350,000 active; Bmi1-luciferase knock-in reporter, 24 h; 100% = twice the neutral-well signal; AID 602393; in the data active means activation above about 40%;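 further: 0% = median of the plate's neutral control wells and 100% = double that signal; a rise in the Bmi1 reporter signal indicates esBAF inhibition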
PglD DTNB – PglD (C. jejuni) enzyme inhibition. 0.098% of 360,000 active. inhibition, % at 12.5 µM. purified PglD enzyme, DTNB colorimetric CoA detection; in the data active means inhibition above about 16%, passing the limit was not always enough; further: strong numbers were not always called active
RAD52 anneal inh – blocks human RAD52 DNA annealing; 0.46% of 360,000 active; P43351; recombinant RAD52 DNA annealing, FRET fluorescence; inhibition, % at 18.7 µM;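 active means every replicate showing at least 50% inhibition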
RAD54 inh – RAD54 (human) branch migration inhibition; Q92698; RAD54 Holliday junction branch migration, FAM/BHQ fluorescence; inhibition, % at 10.4 µM; 0.14% of 360,000 active;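 active means mean normalized replicate activity at least 40 and at least half of replicates scoring 40 or more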;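 further: 0% = median of neutral control wells and 100% = median of positive control wells; inhibitors cause a drop in the FAM fluorescence signal; in these data hits start at about 50%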
Target sequence (Q92698 whole entry, looked up): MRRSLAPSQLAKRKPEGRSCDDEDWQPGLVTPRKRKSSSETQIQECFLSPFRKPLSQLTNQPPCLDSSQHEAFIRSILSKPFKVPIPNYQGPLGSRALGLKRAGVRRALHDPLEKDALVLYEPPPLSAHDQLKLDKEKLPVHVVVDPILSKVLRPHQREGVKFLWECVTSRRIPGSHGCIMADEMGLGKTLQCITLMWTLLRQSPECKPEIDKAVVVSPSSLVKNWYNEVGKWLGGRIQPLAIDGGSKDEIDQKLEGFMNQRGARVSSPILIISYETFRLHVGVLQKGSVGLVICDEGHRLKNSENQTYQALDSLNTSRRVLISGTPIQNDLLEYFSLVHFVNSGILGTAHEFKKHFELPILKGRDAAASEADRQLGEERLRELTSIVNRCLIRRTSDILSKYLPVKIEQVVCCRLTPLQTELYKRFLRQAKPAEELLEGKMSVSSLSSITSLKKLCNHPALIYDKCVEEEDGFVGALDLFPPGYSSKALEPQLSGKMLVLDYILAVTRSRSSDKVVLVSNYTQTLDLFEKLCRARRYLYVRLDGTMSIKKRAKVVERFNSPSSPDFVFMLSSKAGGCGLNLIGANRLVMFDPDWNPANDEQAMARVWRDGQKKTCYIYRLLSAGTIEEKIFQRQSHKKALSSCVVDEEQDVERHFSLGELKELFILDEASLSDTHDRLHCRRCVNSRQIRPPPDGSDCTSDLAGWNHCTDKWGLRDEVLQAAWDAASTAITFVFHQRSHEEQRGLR
Active calls of the source: *; · = no result given.

Start of the listing, in advance, two compounds:
SMILES	ERp5 inh	ARNT TACC3 PPI	E-selectin induc	Casp6 inh	esBAF inh	PglD DTNB	RAD52 anneal inh	RAD54 inh
O=C(c1ccccc1)C(O)c1ccccc1 (stereo unspecified)	-1	·	·	-5	2	2	-17	-16
Cc1ccc(/C=N/NC(=O)c2c[nH]c3ccccc23)o1	4	23	·	1	21	5	-14	8

The listing, repeating the preview:
SMILES	ERp5 inh	ARNT TACC3 PPI	E-selectin induc	Casp6 inh	esBAF inh	PglD DTNB	RAD52 anneal inh	RAD54 inh
O=C(c1ccccc1)C(O)c1ccccc1 (stereo unspecified)	-1	·	·	-5	2	2	-17	-16
Cc1ccc(/C=N/NC(=O)c2c[nH]c3ccccc23)o1	4	23	·	1	21	5	-14	8
CCN1C[C@@H]2[C@@H]3C(=O)N(C)C(=O)[C@@H]3[C@](Cc3ccccc3)(C1=O)N2C(=O)c1ccc(Br)cc1	0	-3	-0.1	4	2	1	-26	13
C[C@@H]1CN([C@H](C)CO)C(=O)Cc2cc(NS(=O)(=O)c3cn(C)cn3)ccc2O[C@H]1CN(C)C(=O)Nc1ccc(C(F)(F)F)cc1	-1	·	·	1	-2	·	-6	·
O=C1[C@@H]2[C@H](Cc3ccc(O)cc3)N[C@]3(C(=O)Nc4ccccc43)[C@@H]2C(=O)N1c1ccc(F)cc1	·	-7	·	·	11	-1	·	-2
CCC(C)[C@H](NS(=O)(=O)c1ccc(C)cc1)C(=O)N1CCC(C(=O)N2CCC(C(N)=O)CC2)CC1 (stereo partly specified)	-2	-4	·	-2	-7	-2	-20	-6
COc1ccc(NC(=O)N(C)C[C@H]2OCCCC[C@@H](C)Oc3ccc(NS(=O)(=O)c4cn(C)cn4)cc3C(=O)N([C@@H](C)CO)C[C@H]2C)cc1	8	-11	0.2	0	-8	-2	-5	0
Cc1cc(=O)n(C)c(=O)n1CCCCCOc1cccc([N+](=O)[O-])c1	·	2	·	·	11	5	·	0
COC1=C/C(=C/c2c(N)n3c(nc2=O)sc2cc(S(C)(=O)=O)ccc23)C=CC1=O	-2	-2	·	11	12	-4	-119	-96
Nc1ccccc1-c1nnn(CC(=O)Nc2ccc3c(c2)OCCO3)n1	2	-5	·	2	2	4	-9	2
CN(CC(=O)N1CCN(c2ccccc2)CC1)S(=O)(=O)c1cnc[nH]1	·	-8	·	·	1	7	·	12
O=C(NC(=O)c1cccc(F)c1)Nc1nc(-c2ccc(F)cc2)cc(C(F)(F)F)n1	3	-5	·	-3	·	·	5	·
COc1ccc(C(=O)OCC(=O)N2CCN(C(=O)c3ccco3)CC2)cc1OC	0	3	-0.2	-2	·	1	-11	11
COc1ccccc1/C=C1\SC(=S)N(CC(=O)NC2CCS(=O)(=O)C2)C1=O (stereo unspecified)	-3	1	·	-1	1	·	-2	·
COc1ccc(Nc2ncnc3c2oc2ccccc23)cc1	·	-11	·	·	-13	-1	·	5
Cc1ccc(NC(=S)N/N=C/c2ccc(OCCC(C)C)cc2)c(C)c1	·	-1	·	·	2	3	·	13
COc1cccc(OCC(=O)O/N=C(\N)c2ccc(OC)c(OC)c2)c1	4	-4	-0.7	2	·	6	-3	2
Cc1ccc(NC(=O)c2cc3ccccc3cc2O)cc1	3	5	·	0	44*	-1	-1	4
COc1ccccc1N(C)S(=O)(=O)c1ccc(C(=O)NCCCN2CCCC2=O)cc1	5	·	-0.2	0	2	4	-88	1
O=C(OCc1c(F)cccc1Cl)c1cnccn1	·	-1	·	·	7	0	·	4
FC(F)C(F)(F)Oc1cccc(Nc2nccn3c(-c4cc(C(F)(F)F)cc(C(F)(F)F)c4)cnc23)c1	-5	·	0.0	0	0	-2	-39	-5
CC(C)(C)c1ccc(CC(=O)N2CCC2(C)C(=O)NCc2ccc(Cl)cc2)cc1 (stereo unspecified)	2	·	0.1	1	4	-4	-16	3
C[C@@H]1CN([C@H](C)CO)C(=O)c2ccccc2-c2ccccc2CO[C@H]1CN(C)C(=O)Nc1cccc(F)c1	4	4	-0.2	-2	0	1	7	-1
COc1ccccc1C(NC(C)=O)c1c(O)ccc2ccc(O)cc12 (stereo unspecified)	-1	-7	0.0	3	13	7	-32	-6
COc1ccc(C)cc1S(=O)(=O)N(C)CC(=O)N1CCC(C(N)=O)CC1	2	·	·	-5	-3	1	-4	3
Following part
SMILES	ERp5 inh	ARNT TACC3 PPI	E-selectin induc	Casp6 inh	esBAF inh	PglD DTNB	RAD52 anneal inh	RAD54 inh
CCC(C(=O)Nc1ccc(C(C)C)cc1)c1ccccc1 (stereo unspecified)	-1	11	-0.1	-3	·	·	-6	·
O=C(c1ccc(CS(=O)(=O)c2c(Cl)cccc2Cl)o1)N1CCN(c2ccccn2)CC1	0	4	·	-1	3	3	-9	1
N=C1c2ccccc2CN1NC(=O)c1cccc(S(=O)(=O)N2CCCC2)c1	2	-5	1.8	2	·	-10	0	0
OCCSCC(O)CC(O)c1ccccc1 (stereo unspecified)	-3	-14	·	-1	·	1	0	-13
CCOC(=O)C1(Cc2cccc(OC)c2)CCN(CC(O)CO)CC1 (stereo unspecified)	-4	-2	4.6	0	·	-1	-17	-4
CCCNC(=O)c1onc(CSc2ccc(Cl)cc2)c1C(=O)NCCOC	·	-4	-0.1	·	-4	-4	·	-2
CCC(=O)N1CCC2(CC1)CN(Cc1cc(F)ccc1F)[C@@H](CO)c1c2c2ccc(OC)cc2n1C	-3	·	-0.1	-2	·	·	-138	·
COc1ccc(OC)c(C2Nc3nc4ccccc4n3C(C)=C2C(=O)Nc2ccc(C)cc2C)c1 (stereo unspecified)	·	9	·	·	12	2	·	3
O=C(c1cc2c(s1)-c1ccccc1OC2)N1CCCC1	6	-4	-0.1	-1	76*	0	-9	0
C[C@@H]1CN([C@H](C)CO)C(=O)c2cc(NC(=O)C3CC3)ccc2O[C@@H]1CN(C)CC1CC1	0	2	-0.2	-5	0	-3	6	-2
CCOc1ccc(N(CC(=O)Nc2ccccc2C(=O)NC(C)CC)S(C)(=O)=O)cc1 (stereo unspecified)	6	5	·	-1	·	·	-12	·
CCCNC(=O)N(C)C[C@H]1Oc2cc(C#CCOC)ccc2S(=O)(=O)N([C@@H](C)CO)C[C@@H]1C	-3	-2	0.1	-1	3	-4	-1	-5
C=CCNC(=O)CSc1nnc(C(CC)N(C)C)n1C1CCCCC1 (stereo unspecified)	-8	7	·	-1	-3	2	-5	3
CCOc1cc(C=O)ccc1OCC(=O)N1CCCC1	-12	1	·	-1	·	·	11	·
COC(=O)c1ccc(C(=O)OC)c(NC(=S)N2CCN(c3cccc(Cl)c3)CC2)c1	·	1	·	·	-4	4	·	-6
COc1ccc([Si](C)(C)[C@@H]2[C@@H](CCO)O[C@]3(C(=O)N(Cc4ccccc4)c4ccc(N5CCC5=O)cc43)[C@H]2C)cc1	5	8	·	-1	·	5	4	-1
COc1ccc(Cl)cc1-c1nc(-c2ccc(NC(=O)c3ccncc3)cc2)no1	·	5	·	·	2	-5	·	-22
Cc1cccc(OCc2nnc(SCC(=O)N3CC(=O)Nc4ccccc43)o2)c1	-1	18	13	3	·	·	-69	·
O=C(Cc1ccccc1)Nc1ccc2c(c1)OC1(CCCC1)O2	-11	7	·	2	75*	-1	-20	3
CCCC(=O)Nc1ccc2c(c1)C(=O)N(C)C[C@@H](OC)[C@H](C)CN(C)[C@@H](C)CO2	3	-2	-0.1	-18	-5	3	-1	-7
C/C(=C/c1ccccc1)C(=O)N1CCN(c2ccccc2)CC1	3	-3	·	1	25	9	-16	3
C[C@H](O)C#Cc1ccc([C@@H]2[C@H]3CN(S(=O)(=O)Cc4ccccc4)CCCCN3[C@H]2CO)cc1	1	-6	-0.6	-2	19	5	-17	2
COc1ccc(CCNC(=O)C2CCN(C(=O)c3ccc([N+](=O)[O-])cc3)CC2)cc1	0	-13	-0.6	-3	-6	·	-12	·
Cc1ccc(NCC(=O)Nc2ccc(F)c(Cl)c2)cc1S(=O)(=O)N1CCOCC1	0	·	·	0	-6	1	-9	-12
CCCn1c(SCC(=O)N2CCN(CC)CC2)nc2c1c(=O)n(C)c(=O)n2C	-3	-8	·	-3	4	-3	-12	-3
(continued)
SMILES	ERp5 inh	ARNT TACC3 PPI	E-selectin induc	Casp6 inh	esBAF inh	PglD DTNB	RAD52 anneal inh	RAD54 inh
CCN(CC(=O)Nc1ccc(C)c(F)c1)CC(=O)NC(C)(C)C	-4	-10	2.1	-2	·	·	-15	·
COc1ccc2c(C)c(Cl)c(=O)oc2c1	·	-40	·	·	-5	-2	·	-5
COc1ccc(-c2nc(N)ncc2-c2ccc(Cl)cc2)c(O)c1	2	-3	·	4	-3	4	-1	5
Cc1cccc(NC(=S)NCC(c2cccnc2)N2CCOCC2)c1 (stereo unspecified)	1	-3	1.1	-2	·	·	-14	·
COc1ccc(S(=O)(=O)Nc2cccc(SC)c2)cc1C(=O)N1CCOCC1	3	-3	·	2	-5	3	-15	-2
O=C1c2ccccc2C(=O)c2c(Nc3ccc(CCO)cc3)ccc(O)c21	3	-19	·	1	-8	2	-12	2
CC(=O)Nc1ccc(NC2=CC(=O)c3ccccc3C2=O)cc1	1	1	·	4	7	-4	-1	-7
Cc1ccc2nc(-c3ccc(NC(=S)NCCC(C)C)cc3)sc2c1	·	-3	·	·	33	-5	·	5
CN(C)C(=O)c1cccc(-c2ccc([C@@H]3[C@H]4CN(C(=O)C5CC5)CC(=O)N4[C@H]3CO)cc2)c1	8	·	0.1	2	·	·	-12	·
CCN(CC)S(=O)(=O)c1ccc(/C=C/C(=O)OCC(=O)N(C)C)cc1	0	-12	1.9	13	·	·	-17	·
O=C(NCC1CCCO1)C1CCCN1C(=O)NC1CCCCC1 (stereo unspecified)	·	0	-1.1	·	-4	0	·	1
CCCc1cc(=O)[nH]c(SCC(=O)Nc2sc3c(c2C#N)CCCC3)n1	-1	0	0.0	0	3	2	-18	0
COCC(=O)Nc1ccc2c(c1)OC[C@H](C)N(CC1CCCCC1)C[C@@H](C)[C@H](OC)CN(C)C2=O	0	-4	-0.2	1	-4	0	-3	-16
Cn1c(Cn2c(=O)sc3ccccc32)nnc1SCC(=O)NCc1ccccc1	-4	-2	0.6	0	-7	-1	-13	-7
N#C[C@H]1[C@H](c2ccc(C3=CCCC3)cc2)[C@@H](CO)N1C(=O)NC1CCCC1	-2	22	-0.1	-2	8	1	-103	-20
Cc1cc(NC(=O)c2cccc(S(=O)(=O)N3CC(c4ccccc4)CC3=O)c2)no1 (stereo unspecified)	5	·	0.3	-1	-4	-2	-18	4
COCCOC(=O)N1C(=O)[C@@]2(c3cc(C#CCNC(N)=O)ccc31)[C@H](c1ccccc1OCCO)N1[C@H](c3ccccc3)[C@H](c3ccccc3)OC(=O)[C@H]1[C@@H]2C(N)=O	2	8	·	1	·	1	13	-17
COc1ccc(N2CCN(C(=O)C3CCCN(S(=O)(=O)c4ccc5c(c4)oc(=O)n5C)C3)CC2)cc1 (stereo unspecified)	1	-1	·	0	-3	3	-7	8
O=C(CSc1ncccn1)NC(=O)NC1CCCC1	-5	·	1.8	0	0	-2	-15	-11
Cc1ccc(C(O)c2ncc(-c3ccccc3F)[nH]2)cc1F (stereo unspecified)	-7	·	0.2	1	·	0	-14	-9
Cn1cnc(S(=O)(=O)N[C@H]2C=C[C@H](CC(=O)NCC3CC3)O[C@H]2CO)c1	-3	-12	-0.4	-1	3	3	-4	2

3 of the compounds above, as a markdown table:
| smiles | ERp5 inh | ARNT TACC3 PPI | E-selectin induc | Casp6 inh | esBAF inh | PglD DTNB | RAD52 anneal inh | RAD54 inh |
| --- | --- | --- | --- | --- | --- | --- | --- | --- |
| COc1ccccc1/C=C1\SC(=S)N(CC(=O)NC2CCS(=O)(=O)C2)C1=O (stereo unspecified) | -3 | 1 | · | -1 | 1 | · | -2 | · |
| CCC(C)[C@H](NS(=O)(=O)c1ccc(C)cc1)C(=O)N1CCC(C(=O)N2CCC(C(N)=O)CC2)CC1 (stereo partly specified) | -2 | -4 | · | -2 | -7 | -2 | -20 | -6 |
| COc1ccc(C)cc1S(=O)(=O)N(C)CC(=O)N1CCC(C(N)=O)CC1 | 2 | · | · | -5 | -3 | 1 | -4 | 3 |
